Screening data (PubChem BioAssay)
APP 5UTR inh = inhibitors of APP translation via 5'UTR reporter, primary screen, APP 5'UTR luciferase, SH-SY5Y cells; inhibition, % at 2 µM; hit rate 0.82% among 190,000; SH-SY5Y APP 5'UTR-luciferase reporter, luminescence;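 active = inhibition above a set limit, derived from the sample mean plus 3 SD, cut at about 45% in these data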; note: values of inactives mirror those of a sister screen read the other way
STAT1 act = STAT1 signaling activators, primary screen, cell-based, HTS, luciferase reporter | NIH 3T3 STAT1-luciferase reporter, IFN-gamma, luminescence; 100% = IFN-gamma alone, no compound | activation (% of control), % at 5.5 µM | hit rate 2.6% among 200,000 | AID 932, 2007;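 active = activation above the screen-wide mean activation plus 3 SD, cut at about 130% in these data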;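 note: raw ratio to IFN-gamma control signal so 100% means no change and 0% no light; values of inactives mirror those of a sister screen read the other way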
STAT3 inh = IL-6 driven STAT3 reporter inhibitors, primary screen, U3A cells, luciferase, luminescence, MLSCN library; hit rate 0.89% among 190,000; IL-6 STAT3-luciferase reporter; host cell line lacks STAT1; inhibition, % at 5.5 µM;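 active = inhibition above the mean inhibition across all screened compounds plus 3 SD, cut at about 44% in these data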;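 note: 0% = DMSO only wells and 100% = 100 µM nifuroxazide control wells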
FLuc act counter = FLuc activators, initial screening, artefact control for FLuc-dependent activation tests, biochemical, ATPlite luminescence. 200,000 tested, under 10 active. Luciferin 4-monooxygenase (Photinus pyralis), P08659. activation factor at 10 µM. ATPlite luciferase biochemical, 10 min; 0 = ATP-free wells, 1 = DMSO control;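 active = luciferase activation factor, scaled between plate controls, of at least 2 with compound at 10 µM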
Target sequence (P08659 whole entry, looked up): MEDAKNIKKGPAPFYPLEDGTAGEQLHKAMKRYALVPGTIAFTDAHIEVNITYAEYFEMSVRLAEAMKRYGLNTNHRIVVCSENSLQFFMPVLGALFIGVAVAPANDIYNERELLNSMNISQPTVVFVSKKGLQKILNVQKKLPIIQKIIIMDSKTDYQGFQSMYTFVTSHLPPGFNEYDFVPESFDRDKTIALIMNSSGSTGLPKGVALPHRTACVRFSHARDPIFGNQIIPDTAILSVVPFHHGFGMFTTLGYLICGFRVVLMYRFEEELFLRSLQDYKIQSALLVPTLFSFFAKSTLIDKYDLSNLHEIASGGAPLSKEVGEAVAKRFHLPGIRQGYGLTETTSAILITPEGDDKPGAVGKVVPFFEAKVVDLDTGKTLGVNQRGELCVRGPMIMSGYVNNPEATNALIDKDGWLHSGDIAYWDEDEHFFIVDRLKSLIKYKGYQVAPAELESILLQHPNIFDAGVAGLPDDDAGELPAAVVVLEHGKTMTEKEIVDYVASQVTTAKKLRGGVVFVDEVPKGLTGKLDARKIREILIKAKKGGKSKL
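System: cell-free luciferase reagent; medium: PBS as buffer for the ATP substrate; doses: test compounds dosed from 2 mM stocks in 100% DMSO; incubation: 10 min, room temperature; measured by: luminescence from luciferase reaction; read-out: luciferase activation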
ROMK mod = ROMK potassium channel modulators, primary screen, cell-based, thallium flux, MLSMR library; B-score at 10 µM; hit rate 2% among 130,000; Tet-inducible ROMK, thallium flux fluorescence; actives lie on both sides;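 active = signal ratio slope over the read window, or its plate-corrected B-score, at least 3 SD from the plate mean, either direction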;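 note: B-score of the F/F0 ratio slope over 7 to 12 s after thallium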
Target sequence (P48048 whole entry, looked up): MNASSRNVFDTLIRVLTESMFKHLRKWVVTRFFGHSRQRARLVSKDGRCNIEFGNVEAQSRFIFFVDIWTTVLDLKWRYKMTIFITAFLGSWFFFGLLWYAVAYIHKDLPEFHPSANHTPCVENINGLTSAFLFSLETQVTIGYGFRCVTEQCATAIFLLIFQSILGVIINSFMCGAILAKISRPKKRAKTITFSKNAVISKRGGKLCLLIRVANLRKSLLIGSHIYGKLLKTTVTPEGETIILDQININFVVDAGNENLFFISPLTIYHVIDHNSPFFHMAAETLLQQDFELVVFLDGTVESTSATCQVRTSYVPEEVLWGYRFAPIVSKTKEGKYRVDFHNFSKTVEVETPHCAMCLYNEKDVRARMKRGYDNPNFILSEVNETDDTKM
STAT3 activator = IL-6 driven STAT3 reporter potentiators, primary screen, U3A cells, luciferase, luminescence, MLSCN library | IL-6 STAT3-luciferase reporter; 100% = signal with IL-6 EC80 alone | activation (% of control), % at 5.6 µM | hit rate 0.91% among 190,000 | AID 871, 2007;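 active = activation above the screen-wide mean of compound activation plus 3 SD, cut at about 130% in these data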;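 note: 0% = background luminescence of wells with medium and substrate only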
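Material: STAT1-lacking human U3A cells, STAT3 luciferase reporter | Benchmarks: IL-6-only wells as 100% reference | Probe or stimulus: IL-6 (33 ng/mL) | Timing: Compound 1 h, then IL-6 6 h at 37 °C | Detection: Luminescence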
STAT1 blocker = STAT1 signaling inhibitors, primary screen, cell-based, HTS, luciferase reporter; NIH 3T3 STAT1-luciferase reporter, IFN-gamma, luminescence; inhibition, % at 5.5 µM; hit rate 0.35% among 200,000; AID 920, 2007;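 active = inhibition above a set limit, the mean inhibition across all tested compounds plus 3 SD, cut at about 34% in these data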;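 note: 0% = IFN-gamma with DMSO and 100% = IFN-gamma with 300 µM nifuroxazide; values of inactives mirror those of a sister screen read the other way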
APP 5'UTR act = activators of APP 5'UTR luciferase reporter, primary screen, SH-SY5Y cells; SH-SY5Y APP 5'UTR luciferase reporter, luminescence; zero percent = DMSO vehicle wells; hit rate 1% among 190,000; activation, % at 2 µM;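 active = activation above a set limit, based on mean plus 3 SD of controls, cut at about 140% in these data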; note: values of inactives mirror those of a sister screen read the other way
NF-kB neuron act = activators of NF-kB expression in neurons, primary screen, cell-based, HTS; hit rate 1.6% among 190,000; fold change at 12.5 µM; human neuronal cells, NF-kB reporter expression; hits give high values; in the data active = fold change above about 3.3
FLuc inhib CS = firefly luciferase enzyme inhibitors, primary screen, artefact control for luciferase-based inhibitor screens, biochemical, luminescence, ATPLite; Luciferin 4-monooxygenase (Photinus pyralis), P08659; 10 min; inhibition, % at 10 µM; hit rate 1.5% among 200,000;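 active = inhibition above about 50% when tested at 10 µM, limit read from the data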
An asterisk follows results filed as active; nt = no result given.

SMILES	APP 5UTR inh	STAT1 act	STAT3 inh	FLuc act counter	ROMK mod	STAT3 activator	STAT1 blocker	APP 5'UTR act	NF-kB neuron act	FLuc inhib CS
Cn1c(COc2ccc(Br)cc2)nnc1SC1CCc2ccccc2C1=O (configuration not stated)	-2	98	-42	1	-0.026	133*	3	2	0.85	-4
Cc1nn(Cc2ccccc2)c(Cl)c1/C=C/C(=O)OCC(=O)N(C)C1CCS(=O)(=O)C1 (configuration not stated)	-7	105	8	1	-0.2	94	-4	7	1.3	-2
Cc1cc(F)ccc1S(=O)(=O)Nc1ncnc2sccc12	-1	100	5	1	0.012	106	-2	1	0.92	-2
COc1ccc(S(=O)(=O)NNC(=O)c2cc3cc4ccccc4nc3s2)cc1	-6	98	15	0.9	nt	92	3	6	1.3	5
CC(=O)c1c(C)nc2cc(Cl)ccc2c1N	-11	116	7	1	-0.65	96	-18	11	1	1
Cc1nnc(SCC(=O)NC23CC4CC(CC(C4)C2)C3)n(N)c1=O	0	105	-7	1	0.46	109	-5	0	0.95	-2
Fc1ccc(CSc2nncn2NCc2ccc3c(c2)OCO3)cc1	10	96	12	1	-1.2	92	4	-10	1.2	-5
Cc1ccc(-c2noc(CCC(N)=O)n2)cc1	5	102	1	1	nt	103	-1	-5	1.3	0
COc1cc2c(cc1OC)-c1cc(OCCN3CCOCC3)nc(=O)n1CC2	2	97	-1	1	0.65	105	4	-2	2.7	-5
COc1cc2c(cc1OC)-c1nc3ccccc3c(=O)n1C(C)(C)C2	13	104	-4	1	-1.3	109	-4	-13	0.48	-2
C=CCN1N=C(/C=C/c2ccccc2)CCC1=O	-11	113	8	1	-0.73	96	-15	11	1.4	5
Cc1cccc(Cn2c(SCCO)nc3c2c(=O)n(C)c(=O)n3C)c1	-9	96	11	1	nt	93	4	9	0.78	-2
CCc1nc(N2CCN(S(C)(=O)=O)CC2)c2c3c(sc2n1)CCCC3	12	95	12	1.1	-0.44	92	4	-12	0.98	-6
CCOC(=O)CSc1nnc(CNc2nc(-c3ccccc3)cs2)n1C	-16	104	7	1.1	nt	102	-5	16	1.2	-7
Cc1nn2c([nH]c(=O)c3ccccc32)c1C=O	-4	100	8	1	nt	97	0	4	1	-5
Cc1cc(C)c2nc(-n3nc(C)cc3N)cc(C)c2c1	-92	143*	-26	0.9	0.79	120	-45	91	1.8	15
Cc1cccc2c1N(C)C(=O)C2=O	10	98	-3	1	0.24	104	2	-10	1.9	-1
Cc1cc(C)n(-c2ccc(C(=O)OCC(=O)NCc3ccc(F)cc3)cc2)n1	-8	107	4	0.6	nt	101	-8	8	0.9	42
O=C(Cc1ccc(F)cc1)Oc1ccc(C(=S)N2CCCC2)cc1	-23	92	7	1.1	0.035	93	9	23	1.1	-6
COc1ccc(CCn2c(=O)c3cccnc3n(Cc3ccc([N+](=O)[O-])cc3)c2=O)cc1OC	-25	86	4	1	0.84	98	14	25	0.62	-1
O=C1c2ccc3c4c(ccc(c24)C(=O)N1NC(=O)C(F)(F)F)CC3	3	91	8	1	nt	100	10	-3	0.97	-4
COc1nc(-c2cnccn2)sc1C	-10	100	-1	1	-0.91	102	-2	10	1.1	-4
CC(C)(C)C(=O)CSc1nc2c(c(-c3cccs3)c1C#N)CCC2	-13	98	-2	1	-0.086	99	2	13	1.2	-2
O=[N+]([O-])c1ccc(C2Oc3ccccc3C3CC(c4ccccc4)=NN32)s1 (configuration not stated)	-124	93	-44	1	-0.41	133*	8	124	8.8*	4
CSc1nc(-c2ccc(Cl)cc2)c(C#N)c(=O)n1C	31	104	-1	1	-0.052	103	-4	-31	1.1	-2
Cc1ccc(NC(=S)Nc2ccc(OC(F)F)c(Cl)c2)cc1Cl	-5	110	17	1.1	1.4	88	-11	5	1.2	-6
N#CCCN(C(=O)COC(=O)c1ccc2c(=O)n3c(nc2c1)CCC3)c1ccccc1	-4	96	-2	1	-0.45	105	2	4	1	-3
CC(=O)c1sc(N)c(C(=O)OC(C)C)c1C	-30	107	-8	1	nt	107	-8	31	1.3	0
O=C(N/N=C/c1ccccc1[N+](=O)[O-])c1ccc(CN2CCOCC2)cc1	5	107	25	0.9	-0.14	79	-8	-5	1.2	10
Cc1ccc(S(=O)(=O)Nc2ccccc2CNC2CCCCC2)cc1	-3	102	13	1	-2.2	93	-5	3	0.98	-1
Cc1ccc(C)c(NC(=S)NNC(=O)c2sccc2C)c1	-61	107	-8	1	0.088	107	-8	61	3.1	-4
O=S(=O)(c1ccc(F)cc1)N1CCN(C(=S)NCc2ccccc2)CC1	-10	88	-1	1	0.15	103	12	10	1.2	-1
COc1ccc(C2CC(c3cccs3)=NN2S(C)(=O)=O)cc1OC (configuration not stated)	4	96	0	1.1	-0.45	102	5	-4	1.1	-5
CC1=C(c2ccc(C)cc2)S(=O)(=O)N(CC(=O)O)C1=O	10	101	7	1.2	nt	100	0	-11	2	-18
CSc1nc2ccc3nc(NC(=O)c4cccs4)sc3c2s1	-22	123	16	1	nt	88	-25	22	1.2	4
COn1c(-c2ccccc2)nc2c1CCc1nonc1-2	-11	97	25	1	nt	81	4	11	0.92	-2
CCOC(=O)Cc1csc(NC(=O)c2c(-c3c(F)cccc3Cl)noc2C)n1	-9	107	1	1.1	nt	103	-2	9	1.3	-5
CCn1c(SCC(=O)N2CCN(C(=O)c3ccco3)CC2)nnc1C(C)C	-7	104	14	1.1	0.72	92	-6	7	1	-6
Cc1nn(-c2cc(N3CCCC3)ccc2[N+](=O)[O-])c(=O)c2ccccc12	-8	103	18	1	0.92	90	-3	8	0.88	-3
CN(c1ccccc1)c1ccc(/C=c2\s/c(=C(/C#N)C(=O)C(C)(C)C)n(Cc3ccco3)c2=O)cc1	16	102	7	1	-5.6*	100	-2	-16	1.5	-2

Rewritten bar-delimited: part of the list above
smiles | APP 5UTR inh | STAT1 act | STAT3 inh | FLuc act counter | ROMK mod | STAT3 activator | STAT1 blocker | APP 5'UTR act | NF-kB neuron act | FLuc inhib CS
O=C1c2ccc3c4c(ccc(c24)C(=O)N1NC(=O)C(F)(F)F)CC3 | 3 | 91 | 8 | 1 | nt | 100 | 10 | -3 | 0.97 | -4
CSc1nc2ccc3nc(NC(=O)c4cccs4)sc3c2s1 | -22 | 123 | 16 | 1 | nt | 88 | -25 | 22 | 1.2 | 4
CSc1nc(-c2ccc(Cl)cc2)c(C#N)c(=O)n1C | 31 | 104 | -1 | 1 | -0.052 | 103 | -4 | -31 | 1.1 | -2
CCOC(=O)Cc1csc(NC(=O)c2c(-c3c(F)cccc3Cl)noc2C)n1 | -9 | 107 | 1 | 1.1 | nt | 103 | -2 | 9 | 1.3 | -5

Carrying on.
SMILES	APP 5UTR inh	STAT1 act	STAT3 inh	FLuc act counter	ROMK mod	STAT3 activator	STAT1 blocker	APP 5'UTR act	NF-kB neuron act	FLuc inhib CS
COC(=O)c1ccc(NC(=O)Nc2ccc(F)c(Cl)c2)cc1	-12	109	4	1	nt	98	-10	12	1.3	-2
CCCn1ccc(O)c(Cc2ccc(Cl)cc2)c1=O	10	107	3	1	-0.2	101	-11	-10	1	0
C=CCn1c(N2CCN(c3ccc(OC)cc3)CC2)nc2c1c(=O)[nH]c(=O)n2C	11	87	21	1	0.33	87	15	-11	nt	-3
CN1CCC(N(C)C(=O)c2ccccc2Nc2ccc(SC(F)F)cc2)CC1	-13	102	-4	1.1	nt	105	-3	13	1.3	-9
CCN(CC(=O)Nc1ccc2c(c1)OCCO2)CC(=O)Nc1cc(C)on1	14	104	1	1.1	-0.29	105	-5	-14	0.92	-5
Cc1cc(C(=O)N2CCCC(C(=O)c3cccc(C(F)(F)F)c3)C2)nc(C)n1 (configuration not stated)	-9	89	13	1	-0.03	90	12	9	1.2	0
CCOC(=O)c1c(C)oc2cc(Br)c(O)c(Br)c12	-31	107	-17	1	nt	114	-7	31	1.2	2
COC(=O)CCS(=O)(=O)c1ccc(NC(C)=O)cc1	-11	98	4	1	-0.24	102	2	11	1	0
O=C(CN1C(=O)c2ccccc2S1(=O)=O)NCc1ccco1	13	101	0	1	0.17	104	-2	-13	1.1	-4
Cn1c(NC(=O)c2ccccc2Br)cc(=O)n(C)c1=O	-16	110	-3	1	nt	102	-10	16	1.1	-5
CC(C)C(C)NC(=O)COc1ncnc2ccccc12 (configuration not stated)	nt	102	-2	1.1	-0.98	100	-3	nt	1	-6
COc1ccc(-n2nc(C(=O)NCc3ccco3)c3c4ccccc4n(C)c3c2=O)cc1Cl	7	107	-18	1	nt	121	-7	-7	0.96	-1
O=c1[nH]c2ccc(S(=O)(=O)N3CCN(c4ccccc4)CC3)cc2[nH]c1=O	-9	96	-1	1	nt	105	4	9	1.2	1
O=C(Nc1cccc2ccccc12)N1CCN(c2ccc(F)cc2)CC1	-11	103	6	1.1	-0.72	97	-4	11	1.1	-6
CC1CCC(C(=O)NC(C(=O)NCCCN2CCOCC2)C(C)C)CC1 (configuration not stated)	9	98	13	1	-0.24	92	2	-9	0.98	-1
CCC(Oc1ccccc1)C(=O)Nc1nc2c(s1)C(=O)CC(C)(C)C2 (configuration not stated)	-2	101	4	1	nt	100	-2	2	0.98	-4
O=C1[C@@H]2[C@H](C(=O)N1Cc1cccnc1)[C@H]1C=C[C@@H]2C1	-8	100	0	1.1	nt	103	0	8	1.6	-5
COc1cccc(CN2CCN(C(=O)c3cc(-c4ccccn4)nc4ccc(Cl)cc34)CC2)c1	-9	102	-21	1	-0.62	122	-5	9	0.52	-2
CS(=O)(=O)N1CCCC(C(=O)Nc2ccc(F)cc2F)C1 (configuration not stated)	-5	99	3	1.1	nt	100	-1	5	1.1	-9
CN(Cc1nc(-c2cnccn2)no1)CC1(c2ccccc2)CC1(C)C (configuration not stated)	7	93	12	1	-0.26	99	7	-7	1.2	0
CC(NS(=O)(=O)c1ccc(Br)cc1)C(c1cccs1)N1CCN(C)CC1 (configuration not stated)	18	100	-8	1	nt	107	0	-18	1.6	-4
Cc1nc2ccccc2n1/N=C/c1cccnc1	6	103	22	1	1.2	86	-4	-6	0.88	-4
COc1ccccc1/C=C\C=N\NC(=O)c1ccco1	-32	118	7	0.9	0.67	96	-21	32	1	12
O=C(Nc1ccc(Cl)cc1)c1cc2nc(C3CC3)cc(C(F)(F)F)n2n1	9	110	5	1	nt	97	-11	-9	1.1	0
C=CCNC(=S)NNC(=O)c1cccc(Br)c1	8	100	0	1	-0.29	98	0	-8	1	-3
C=CCN(CC=C)CCOc1ccccc1	8	99	7	1	-0.023	92	1	-7	1.1	-2
CC/C(O)=C1\C(=O)CCCC1=NCCc1nc2ccccc2[nH]1	8	99	13	1	nt	92	0	-8	1.3	2
O=C1CC(C(=O)Nc2ccc(C(=O)N3CCOCC3)cc2)C2(CCCCC2)O1 (configuration not stated)	3	109	8	1.1	nt	97	-10	-3	1.3	-5
CC1=C(C(=O)N2CCOCC2)C(c2cccc(C)c2)NC(=S)N1 (configuration not stated)	-6	108	-1	1.1	0.75	99	-6	6	1.2	-6
Fc1cnc(N2CCOCC2)nc1N1CCc2ccccc21	-19	109	-4	1.1	-2.8*	105	-11	19	1.3	-6
